RAD54 branch: inhibitors of human RAD54 branch migration, primary screen, biochemical, fluorescence, single point | DNA repair and recombination protein RAD54-like (Homo sapiens), Q92698 | RAD54 Holliday junction branch migration, FAM/BHQ fluorescence | inhibition, % at 10.4 µM | 360,000 tested, 0.14% active | AID 602329, 2012;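 active = mean normalized replicate activity at least 40 and at least half of replicates scoring 40 or more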;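 note: 0% = median of neutral control wells and 100% = median of positive control wells; inhibitors cause a drop in the FAM fluorescence signal; in these data hits start at about 50%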
esBAF inh: Bmi1 luciferase reporter increase in mESCs, primary screen, esBAF inhibitor project, mouse ES cells, Bmi1 luciferase knock-in, single point; 24 h; 100% = twice the neutral-well signal; reporter increase, % at 12.5 µM; 350,000 tested, 2% active; in the data active = activation above about 40%;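 note: 0% = median of the plate's neutral control wells and 100% = double that signal; a rise in the Bmi1 reporter signal indicates esBAF inhibition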
ERAP1 inh: human ERAP1 aminopeptidase inhibitors, primary screen, biochemical, single point, plate reader. Endoplasmic reticulum aminopeptidase 1 (Homo sapiens), Q9NZ08. recombinant ERAP1, Leu-AMC fluorescence, 60 min. inhibition, % at 10.7 µM. 340,000 tested, 0.15% active;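 active = mean replicate inhibition of at least 30%, or all replicates individually reaching that 30% level; inactive = mean below 30% and not every replicate reaching it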;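 note: 0% = neutral control wells and 100% = L-leucinethiol positive control wells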
RAD52 inh: RAD52 DNA annealing inhibitors, primary screen, biochemical, FRET, single point, set 2. DNA repair protein RAD52 homolog (Homo sapiens), P43351. recombinant RAD52 DNA annealing, FRET fluorescence. inhibition, % at 18.7 µM. 360,000 tested, 0.46% active. AID 651710, 2012;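 active = every replicate showing at least 50% inhibition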
Target sequence (P43351 whole entry, looked up): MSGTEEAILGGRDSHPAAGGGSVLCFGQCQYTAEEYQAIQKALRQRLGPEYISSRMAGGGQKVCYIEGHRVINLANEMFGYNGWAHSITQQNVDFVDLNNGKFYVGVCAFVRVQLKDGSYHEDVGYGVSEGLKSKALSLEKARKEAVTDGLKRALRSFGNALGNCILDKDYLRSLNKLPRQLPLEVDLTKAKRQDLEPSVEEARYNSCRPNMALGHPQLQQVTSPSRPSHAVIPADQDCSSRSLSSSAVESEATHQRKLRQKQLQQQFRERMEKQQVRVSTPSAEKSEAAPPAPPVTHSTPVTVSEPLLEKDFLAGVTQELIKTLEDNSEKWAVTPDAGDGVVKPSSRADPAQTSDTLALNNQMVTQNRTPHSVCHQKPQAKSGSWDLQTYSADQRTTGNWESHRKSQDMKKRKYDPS
ERp5 inh: inhibitors of ERp5-driven insulin aggregation, primary screen, biochemical, turbidity, absorbance 650 nm, single point | Protein disulfide-isomerase A6 (Homo sapiens), Q15084 | 90 min | inhibition, % at 9.99 µM | 350,000 tested, 0.05% active | AID 651711, 2012;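 active = mean replicate inhibition above about 25%, with every replicate also reaching it, limit read from the data, passing the limit was not always enough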
E-sel inducer: E-selectin induction in HUVECs, primary screen, imaging, HUVEC, immunofluorescence imaging, single point. P16581. normalized: neutral wells 0, TNF-alpha wells 100. activation, % at 7.58 µM. 260,000 tested, 0.37% active. AID 686992, 2013;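 active = mean E-selectin-positive cell signal at least 10% of the positive control, reached in at least 60% of replicates, without over 20% cell loss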;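 note: in these data hits start at about 27%; measured in HUVEC primary endothelial cells; signal is the percent of cells scored E-selectin positive by PE staining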
Target sequence (P16581 whole entry, looked up): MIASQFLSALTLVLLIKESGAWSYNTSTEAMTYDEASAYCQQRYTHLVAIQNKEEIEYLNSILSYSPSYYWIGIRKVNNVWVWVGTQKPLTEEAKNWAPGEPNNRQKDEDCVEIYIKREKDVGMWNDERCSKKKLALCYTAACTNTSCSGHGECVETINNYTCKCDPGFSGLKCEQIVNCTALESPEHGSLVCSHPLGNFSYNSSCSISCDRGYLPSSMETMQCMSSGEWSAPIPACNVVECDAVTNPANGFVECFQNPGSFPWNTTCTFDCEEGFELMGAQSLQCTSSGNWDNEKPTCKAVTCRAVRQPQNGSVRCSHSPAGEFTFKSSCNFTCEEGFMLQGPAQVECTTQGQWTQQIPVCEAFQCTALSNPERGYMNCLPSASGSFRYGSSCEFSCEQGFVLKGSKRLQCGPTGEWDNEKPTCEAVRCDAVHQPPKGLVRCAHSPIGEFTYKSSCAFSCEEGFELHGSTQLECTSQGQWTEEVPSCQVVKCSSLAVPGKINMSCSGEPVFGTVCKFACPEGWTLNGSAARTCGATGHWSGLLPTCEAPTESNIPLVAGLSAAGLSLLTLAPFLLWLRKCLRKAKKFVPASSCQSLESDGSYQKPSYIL
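Read-out basis: % PE-positive cells; Test system: HUVEC primary endothelial cells; Technique: immunofluorescence imaging; Dosing: single-point compound dose.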
S100A4 MyoIIA: inhibitors of S100A4-myosin IIA peptide binding, primary screen, biochemical, fluorescence polarization, TAMRA-MyoIIA peptide; Protein S100-A4 (Homo sapiens), P26447; inhibition, % at 10.7 µM; 360,000 tested, 0.14% active; AID 652163, 2013;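 active = mean inhibition of at least 70% across replicates, with every replicate also reaching that level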
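Test system – S100A4 monomer (human) · Compound – single-point compound testing · Schedule – 5 min incubation before reading · Probe or stimulus – TAMRA-labelled myosin IIA heavy-chain peptide probe, 5 nM · Benchmarks – neutral control DMSO, positive control TFP · Medium – Calcium-containing HEPES buffer, pH 7.2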
XiGFP reactiv: activators of inactive X chromosome reactivation, primary screen, imaging, XiGFP fibroblasts, GFP high-content imaging, set 2; 360,000 tested, 0.055% active; AID 743238, 2013; activation, % at 7.58 µM; XiGFP mouse fibroblasts, % GFP-positive cells imaging, 3 d; cells co-treated with 5-aza-dC sensitizer; scaled so ellipticine positive control = 100%;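 active = mean normalized replicate activation at least 10% and every replicate at or above 10%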;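 note: 0% = median of on-plate neutral control wells and 100% = ellipticine 6 µM median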
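System: XiGFP fibroblasts, SV40-immortalized. Medium: DMEM plus 5-aza-dC sensitizer. Doses: single point. Timing: 3 d treatment, 15 min room-temperature fixation. Control set: ellipticine 6 µM.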
Active calls of the source: *; nt = not tested or not shown. Compounds as they come, and some 2.5% of all compounds hit somewhere here.

SMILES	RAD54 branch	esBAF inh	ERAP1 inh	RAD52 inh	ERp5 inh	E-sel inducer	S100A4 MyoIIA	XiGFP reactiv
O=C(C1CCC1)N1CC(=O)N2[C@H](CO)[C@H](c3ccc(C#CCc4ccccc4)cc3)[C@@H]2C1	nt	nt	0	-3	5	0.3	-2	0.0
O=[N+]([O-])c1cccc(-n2cc3ccc([N+](=O)[O-])cc3n2)c1	-8	23	0	-8	1	nt	-9	0.0
COc1ccc(CNC(=O)Cn2cncn2)cc1OC	nt	nt	-1	-14	-1	4.2	-3	0.1
CN(c1ccccc1)S(=O)(=O)c1cccc(NS(=O)(=O)c2ccc(/C=C/C(=O)O)cc2)c1	-6	-1	5	-26	0	1.5	-18	0.1
CCOc1ccc(C(C(=O)NCCC(C)C)N(CCO)C(=O)c2snc(C(N)=O)c2N)cc1 (stereo unspecified)	-6	0	3	-5	2	0.2	3	0.0
Cc1c(NS(=O)(=O)c2cc(C(=O)NC(C)c3ccccc3)ccc2Cl)c(=O)n(-c2ccccc2)n1C (stereo unspecified)	2	-1	2	-6	6	-1.3	-16	-0.1
Cc1cccc(S(=O)(=O)N2CCN(Cc3ccc4c(c3)OCO4)CC2)c1	1	-2	-1	-9	-13	nt	1	0.0
O=C(Nc1ccc(S(=O)(=O)Nc2ncccn2)cc1)c1ccccc1Br	-3	2	0	-10	2	0.1	4	0.1
O=C(CSc1nnc2n1CCCCC2)NCc1ccccc1	-8	3	1	-5	1	0.2	0	0.3
Cc1ccccc1-c1nc(CS(=O)(=O)CC(=O)NCCCN2CCCC2)c(C)o1	-9	-1	8	-10	-5	-0.1	-4	0.0
COc1ccc(S(=O)(=O)N(C)C[C@@H]2Oc3c(NS(=O)(=O)c4ccc(C)cc4)cccc3C(=O)N([C@H](C)CO)C[C@H]2C)cc1	nt	nt	0	-13	0	-0.4	3	-1.0
COc1ccccc1CCNC(=O)C(=O)NCCC1CCCCN1S(=O)(=O)c1cccs1 (stereo unspecified)	4	-5	1	-6	2	-0.3	2	-0.1
C[C@@H](CSc1ccccc1)CN1CC[C@H](O)CCC1=O	4	-3	5	-2	1	nt	-6	0.5
CCOc1ccc(S(=O)(=O)N2CCC(C(=O)OC(C)C(=O)NC3CCCCC3C)CC2)cc1 (stereo unspecified)	7	2	3	-2	2	2.7	-2	0.0
CCCN(CCC)Cc1c(C(=O)N/N=C/c2ccsc2)nnn1-c1nonc1N	3	-9	-4	-20	0	nt	-3	0.0
COc1cccc(NC(=O)Cn2c(=O)n(-c3ccccc3)c(=O)c3sccc32)c1	nt	-9	nt	-7	0	0.5	-1	3.5
Cc1ccc2c(c1)C1CN(C)CCC1N2C(=O)COc1ccc(N(C)C(=O)c2ccccc2)cc1 (stereo unspecified)	nt	nt	12	-4	0	nt	1	0.1
Cn1nnnc1Sc1ncnc2scc(-c3ccsc3)c12	-4	8	0	-20	0	0.6	1	0.1
C[C@H](CCC(=O)OCc1cn(CC(=O)c2ccc(O)cc2)nn1)C1CC[C@H]2[C@@H]3CC[C@@H]4C[C@H](O)CC[C@]4(C)[C@H]3C[C@H](O)[C@]12C (stereo partly specified)	6	4	1	-9	6	0.1	9	0.0
Nc1nnnn1CC(=O)N/N=C/c1ccc(-c2cccc(Cl)c2)o1	nt	nt	-7	-6	3	nt	1	0.1

A second format for some results above:
Compound | RAD54 branch | esBAF inh | ERAP1 inh | RAD52 inh | ERp5 inh | E-sel inducer | S100A4 MyoIIA | XiGFP reactiv
C[C@@H](CSc1ccccc1)CN1CC[C@H](O)CCC1=O | 4 | -3 | 5 | -2 | 1 | nt | -6 | 0.5
COc1ccccc1CCNC(=O)C(=O)NCCC1CCCCN1S(=O)(=O)c1cccs1 (stereo unspecified) | 4 | -5 | 1 | -6 | 2 | -0.3 | 2 | -0.1

Four of the entries above in order of the S100A4 MyoIIA value, highest first:
mol	S100A4 MyoIIA
O=C(Nc1ccc(S(=O)(=O)Nc2ncccn2)cc1)c1ccccc1Br	4
COc1ccc(S(=O)(=O)N(C)C[C@@H]2Oc3c(NS(=O)(=O)c4ccc(C)cc4)cccc3C(=O)N([C@H](C)CO)C[C@H]2C)cc1	3
Cc1cccc(S(=O)(=O)N2CCN(Cc3ccc4c(c3)OCO4)CC2)c1	1
CCOc1ccc(S(=O)(=O)N2CCC(C(=O)OC(C)C(=O)NC3CCCCC3C)CC2)cc1 (stereo unspecified)	-2

Next section
SMILES	RAD54 branch	esBAF inh	ERAP1 inh	RAD52 inh	ERp5 inh	E-sel inducer	S100A4 MyoIIA	XiGFP reactiv
C[C@@H]1CN([C@@H](C)CO)C(=O)c2cc(C3=CCCC3)cnc2O[C@@H]1CN(C)C(=O)c1ccc2c(c1)OCO2	4	1	-1	-13	2	-0.2	-1	0.1
Cc1ccccc1S(=O)(=O)N1CCCCN2[C@@H](CO)[C@H](c3ccc(C#CCN(C)C)cc3)[C@@H]2C1	-1	0	nt	nt	nt	0.1	nt	0.0
CCCCCN(C(=O)NC(=O)Nc1ccc(C)cc1C)S(C)(=O)=O	nt	nt	1	-8	-2	1.7	-2	0.2
C[C@H](CO)N1C[C@H](C)[C@H](CN(C)S(C)(=O)=O)Oc2ncc(-c3cccnc3)cc2C1=O	-2	-5	2	2	2	-0.8	-9	-0.9
O=S(=O)(c1ccc(Nc2ccc(-c3ccc4c(c3)OCCO4)nn2)cc1)N1CCCC1	5	38	-2	-20	7	nt	-11	nt
Cc1ccc(S(=O)(=O)N2CCCCC2)cc1NC(=O)CCNC(=O)c1ccc([N+](=O)[O-])cc1	14	-5	2	-8	-4	0.4	-5	1.3
O=C(O)c1ccccc1NCCO	nt	nt	-3	-21	4	nt	-3	0.0
CC1=C(C(=O)N(C)C)CC(CC(=O)NCCCCc2ccccc2)C(=O)N1Cc1ccc(C(C)(C)C)cc1 (stereo unspecified)	-13	-2	-1	5	3	0.3	14	-0.2
CCn1c(SCC(=O)N2CCCC2)nnc1-c1ccco1	-17	0	-3	-9	4	nt	-18	0.5
CN(C)C(=O)c1ccc(-c2ccc3c(c2)[C@H]2[C@H](CCN2S(=O)(=O)c2ccccc2)[C@H](CO)N3)cc1	1	10	nt	nt	nt	0.1	nt	1.0
CN1C(=O)c2cc(NC(=O)C3CCCCC3)ccc2OC[C@@H]2O[C@H](CC(=O)NCc3ccccc3F)CC[C@H]21	7	4	-3	8	0	-0.1	1	0.1
O=C(NC1CCCC1)c1cnn2c(C(F)(F)F)cc(-c3ccc4c(c3)OCO4)nc12	-2	5	8	-12	12	nt	0	nt
Cc1cc(C(O)c2ncc(-c3ccccc3F)[nH]2)ccc1F (stereo unspecified)	3	19	3	-3	-1	0.0	7	0.0
COC(=O)c1ccc(CN2CCN(CCCc3ccccc3)C(CCO)C2)cc1 (stereo unspecified)	6	4	1	-21	2	nt	8	0.1
C=CCSc1nnc(NC(=O)CCNC(=O)c2ccco2)s1	-34	-2	-2	-18	-1	0.1	-2	0.3
CCOc1ccc(N2C(=O)/C(=C/c3ccccc3)N=C2SC)cc1	nt	nt	nt	-9	8	-0.9	1	0.1
COC(=O)[C@]12CCCCC=C1N(Cc1cccc3ccccc13)C(=O)[C@H](CC(=O)N1CCN(C(=O)c3ccco3)CC1)C2	nt	nt	-1	-5	-1	-0.2	-1	-0.1
Cc1ccc(Sc2cc(C(=O)NCCN(C)C)c3ccccc3n2)cc1	-4	-3	-5	-2	4	0.0	-1	0.0
CCCOc1ccc(C(CC(=O)O)NC(=O)C(c2ccccc2)c2ccccc2)cc1 (stereo unspecified)	2	-7	-1	-8	4	nt	-3	0.0
COc1cccc(CN2CC3(C2)CN(C(=O)C2CC2)[C@@H](CO)c2[nH]c4cc(OC)ccc4c23)c1	nt	nt	5	17	-8	0.0	-7	0.0

Continued, overlapping the part above by four compounds.
SMILES	RAD54 branch	esBAF inh	ERAP1 inh	RAD52 inh	ERp5 inh	E-sel inducer	S100A4 MyoIIA	XiGFP reactiv
COC(=O)[C@]12CCCCC=C1N(Cc1cccc3ccccc13)C(=O)[C@H](CC(=O)N1CCN(C(=O)c3ccco3)CC1)C2	nt	nt	-1	-5	-1	-0.2	-1	-0.1
Cc1ccc(Sc2cc(C(=O)NCCN(C)C)c3ccccc3n2)cc1	-4	-3	-5	-2	4	0.0	-1	0.0
CCCOc1ccc(C(CC(=O)O)NC(=O)C(c2ccccc2)c2ccccc2)cc1 (stereo unspecified)	2	-7	-1	-8	4	nt	-3	0.0
COc1cccc(CN2CC3(C2)CN(C(=O)C2CC2)[C@@H](CO)c2[nH]c4cc(OC)ccc4c23)c1	nt	nt	5	17	-8	0.0	-7	0.0
O=C(Nc1cccc(Cl)c1)N1CCOCC1	9	-10	7	1	-5	0.5	3	0.1
CC(C)(C)NS(=O)(=O)c1ccc(CCC(=O)NCc2ccccn2)cc1	1	5	-1	-14	0	0.0	1	0.2
COC(=O)c1ccc(N2CCN(C)CC2)c(NC(=O)c2sc3ccccc3c2Cl)c1	20	-6	3	-12	-1	nt	-1	0.0
C[C@@H]1CN([C@@H](C)CO)C(=O)Cc2cc(NS(C)(=O)=O)ccc2O[C@@H]1CN(C)S(=O)(=O)c1ccc(F)cc1	2	5	8	19	1	-12	-2	0.0
C[C@H]1CN([C@@H](C)CO)C(=O)c2cc(NC(=O)c3ccncc3)ccc2O[C@H]1CN(C)Cc1ccc(C(=O)Nc2ccccc2N)cc1	nt	nt	1	8	11	0.7	39	0.4
COc1cccc(CNS(=O)(=O)c2ccc3c(c2)NC(=O)CS3)c1	-7	4	4	-10	-2	nt	1	0.1
CC(=O)Cc1nsc(NC(=O)c2cccc(F)c2)n1	nt	61*	1	-11	-1	nt	0	0.7
COc1ccc(C(=O)N2C[C@@H]3[C@H](c4ccccc42)[C@@H](CO)N3Cc2ccccc2)cc1	-15	-5	1	-6	-2	-0.3	-4	0.1
CC(=O)c1c(C)[nH]c(C(=O)NCc2ccco2)c1C	nt	nt	0	-12	2	0.1	0	0.0
CCOC(=O)c1c[nH]c2c(C(=O)c3ccccc3)cc(Cl)cc2c1=O	0	-8	1	-5	4	nt	1	0.0
C[C@@H]1CN([C@@H](C)CO)S(=O)(=O)c2ccc(-c3cncnc3)cc2O[C@@H]1CN(C)C(=O)CC1CC1	-8	-3	-1	2	-1	0.4	-1	-1.0
COc1ccccc1NC(=O)C(=O)N/N=C/c1cccs1	nt	76*	6	-1	-2	0.0	0	0.2
O=C(COC(=O)c1cnccn1)Nc1ncc(Cl)cc1Cl	nt	nt	9	-95	7	-1.7	-12	-0.1
CC1(C)C([N+](=O)[O-])C(c2ccc(F)cc2)NC(c2ccc(F)cc2)C1[N+](=O)[O-] (stereo unspecified)	-5	-3	nt	-6	4	nt	-6	0.0
Cc1cccc(CSc2nnc(CCNC(=O)OC(C)(C)C)o2)c1	-11	nt	-1	11	-5	0.3	-1	0.0
CCc1ccc(-c2cnc3nc[nH]c(=O)c3n2)cc1	26	nt	-15	0	nt	nt	-11	0.1
